Screening results from PubChem BioAssay.
MBNL1-CUG inh: qHTS Assay for Inhibitors of MBNL1-poly(CUG) RNA binding; 280,000 tested, 0.036% active; Muscleblind-like protein 1 (Homo sapiens), Q9NR56; Potency, µM (top dose mostly 57.5 µM), inactives show at the top dose activity change, negative = inhibition, actives largely listed as inhibitors; TR-FRET MBNL1-His/biotin-(CUG)12 binding, 665/545 ratio; active = well fitted inhibition curve with a large enough effect in the signal ratio, with a control signal flat, not every such curve was filed as active; inconclusive = small, poorly fitted or top-dose-only effect, or effect the other way, or a change in a side signal; inactive = no such curve, though single readings can be large or run the other way; the % refers to the signal ratio; note: % is set by controls: 0 for no effect and ±100 for the full control effect
Target sequence (Q9NR56 whole entry, looked up): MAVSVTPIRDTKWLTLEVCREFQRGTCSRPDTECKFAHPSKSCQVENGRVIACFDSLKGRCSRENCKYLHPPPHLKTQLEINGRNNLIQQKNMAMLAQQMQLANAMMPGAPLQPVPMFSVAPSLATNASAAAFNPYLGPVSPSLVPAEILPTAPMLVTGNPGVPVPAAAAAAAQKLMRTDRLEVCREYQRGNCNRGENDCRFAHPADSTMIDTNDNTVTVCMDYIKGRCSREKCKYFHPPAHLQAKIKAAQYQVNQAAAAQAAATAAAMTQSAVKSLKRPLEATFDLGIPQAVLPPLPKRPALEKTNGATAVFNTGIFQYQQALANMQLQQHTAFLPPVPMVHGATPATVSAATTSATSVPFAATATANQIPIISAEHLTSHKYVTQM
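Compounds (final 92 nM to 58 uM) are added to His-tagged MBNL1 and biotin-(CUG)12, then terbium anti-His antibody and streptavidin-XL665 (5 nM final). After 60 min at room temperature, the 665/545 nm ratio is read.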
ELG1 genotoxic: qHTS screen for small molecules that induce genotoxicity in human embryonic kidney (HEK293T) cells expressing luciferase-tagged ELG1; HEK293T ELG1-luciferase reporter, luminescence, 16 h; Potency, µM (doses to about 46 µM), without a hit: at the highest dose activity change, positive = activation, most hits filed as activators; 330,000 tested, 1.3% active; AID 504466, 2011; note: % of control where 0% means no effect; nearly all actives have a fitted effect of over 60% in size
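ELG1-luciferase HEK293T cells, 2,000/well; compound pinned in; 16 hr, 37 °C, 5% CO2; ONE-Glo, 30 min RT; luminescence on CCD imager.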
CXXC DNA block: qHTS Fluorescence Polarization Assay for Inhibitors of MLL CXXC domain - DNA interaction. AID 2662, 2010. 290,000 tested, 0.037% active. MLL-CXXC / FITC-HOXA9 DNA fluorescence polarization. Histone-lysine N-methyltransferase 2A (Homo sapiens), Q03164. Potency, µM (doses to about 115 µM), for the others: at the top dose activity change, negative = inhibition, actives largely listed as inhibitors; active = well fitted inhibition curve with a large enough effect in the polarisation, with a control signal flat, not every such curve was filed as active; inconclusive = small, poorly fitted or top-dose-only effect, or effect the other way, or a change in a side signal; inactive = no such curve, though single readings can be large or run the other way; the % refers to the polarisation
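Steps: dispense CXXC domain solution (7 uM) → pin compounds or unlabeled HOX-A9 DNA control → 5 min ambient → add FLSN-HOX-A9 solution (50 nM) → spin → 30 min ambient → fluorescence polarization. Tris pH 7.5/NaCl/DTT/BSA buffer.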
FLuc counter: qHTS profiling assay for firefly luciferase inhibitor/activator using purifed enzyme and Km concentrations of substrates (counterscreen for miR-21 project); AID 588342, 2011; 360,000 tested, 6.9% active; Luciferin 4-monooxygenase (Photinus pyralis), P08659; purified FLuc, Km substrates, luminescence inhibition; Potency, µM (top dose mostly 57.5 µM), without a hit: at the highest dose activity change, negative = inhibition, actives largely listed as inhibitors;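 note: plate controls were vehicle for no effect and reference inhibitor for full effect; nearly all actives have a fitted effect of over 55% in size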
Target sequence (P08659 whole entry, looked up): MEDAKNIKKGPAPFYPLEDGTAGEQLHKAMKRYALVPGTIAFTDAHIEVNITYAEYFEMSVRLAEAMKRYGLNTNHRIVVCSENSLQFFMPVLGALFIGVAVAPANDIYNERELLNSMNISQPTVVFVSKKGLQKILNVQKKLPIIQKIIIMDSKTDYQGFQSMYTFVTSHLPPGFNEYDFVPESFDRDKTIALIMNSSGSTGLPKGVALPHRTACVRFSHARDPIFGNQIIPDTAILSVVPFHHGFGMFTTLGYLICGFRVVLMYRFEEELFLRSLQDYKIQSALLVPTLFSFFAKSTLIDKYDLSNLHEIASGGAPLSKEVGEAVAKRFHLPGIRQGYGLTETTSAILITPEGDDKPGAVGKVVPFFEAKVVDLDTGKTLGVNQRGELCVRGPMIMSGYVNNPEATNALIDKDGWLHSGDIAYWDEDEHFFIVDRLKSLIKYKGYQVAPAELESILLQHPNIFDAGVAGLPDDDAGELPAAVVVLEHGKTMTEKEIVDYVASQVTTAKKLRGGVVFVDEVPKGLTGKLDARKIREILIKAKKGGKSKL
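Biochemical qHTS of compounds, final roughly 60 µM downward over six points, against 10 nM purified firefly luciferase using Km concentrations of substrates (10 uM D-luciferin, 10 uM ATP) in Tris acetate pH 7.5 buffer; luminescence output.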
NPC1 prom act: qHTS Assay for NPC1 Promoter Activators; Huh7 NPC1 promoter luciferase reporter, 24 h; Potency, µM (top dose mostly 9.22 µM), for the others: top-dose activation, actives largely listed as activators; 320,000 tested, 2.4% active;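 note: % of control where 0% means no effect; nearly all actives have a fitted effect of over 60% in size; reporter is driven by a mutant NPC1 promoter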
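Luminescence from an NPC1 promoter-driven luciferase reporter in stably transfected Huh7 cells was measured after 24 h compound treatment at 37 °C, followed by 10 min ambient incubation with luciferase detection reagent.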
uPA surface inh: qHTS for Inhibitors of Cell Surface uPA Generation; cell surface uPA generation assay, qHTS; Potency, µM (top dose mostly 38.3 µM), for the others: at the top dose activity change, negative = inhibition, most hits filed as inhibitors; 330,000 tested, 0.31% active; AID 540303, 2011; active = well fitted inhibition curve with a large enough effect; inconclusive = small, poorly fitted or top-dose-only effect; inactive = no such curve, though single readings can be large or run the other way; tested in mouse RAW 264.7 cells; note: % is set by controls: 0 for no effect and ±100 for the full control effect; nearly all actives have a fitted effect of over 55% in size
Gal4-VP16 FLuc: VP16 counterscreen qHTS for inhibitors of ROR gamma transcriptional activity; 310,000 tested, 3.5% active; Potency, µM (top dose mostly 53.6 µM), inactives show top-dose activity, negative = inhibition, usual class: inhibitors; Drosophila S2 Gal4-VP16 UAS-luciferase, luminescence, 20 h;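 note: Gal4-VP16 expression switched on by copper sulfate through the metallothionein promoter; % is set by controls: 0 for no effect and ±100 for the full control effect; nearly all actives have a fitted effect of over 50% in size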
RORg inh: qHTS for inhibitors of ROR gamma transcriptional activity; AID 2551, 2010; Nuclear receptor ROR-gamma (Mus musculus), P51450; Potency, µM (titrated, usually from 53.6 µM), inactives show at the highest dose activity change, negative = inhibition, usual class: inhibitors; 310,000 tested, 5.4% active; Drosophila S2 Gal4-RORgamma UAS-luciferase reporter, 20 h; note: % is set by controls: 0 for no effect and ±100 for the full control effect; nearly all actives have a fitted effect of over 60% in size
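A Gal4/UAS one-hybrid system in insect cells: metallothionein-promoter Gal4–ROR gamma fusion plus Photinus luciferase reporter. Copper sulfate 700 uM final, 20 hr ambient incubation, luminescent detection after 10 min with reagent.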
Rab9 prom act: qHTS Assay for Rab9 Promoter Activators; Huh7 Rab9 promoter-luciferase reporter, luminescence, 24 h; Potency, µM (doses to about 9.22 µM), inactives show at the highest dose activation, negative = inhibition, hits mostly activators; 320,000 tested, 2.8% active; note: % of control where 0% means no effect; nearly all actives have a fitted effect of over 60% in size
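Cell-based reporter: Huh7 stable for Rab9 promoter-driven luciferase, plated in reduced-serum medium with 10% FBS at 1500 cells/well, compound-treated 24 h at 37 °C, luminescence read after 10 min reagent.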
p53 reactivator: qHTS assay for re-activators of p53 using a Luc reporter; 320,000 tested, 0.063% active; H1299 p53-A138V BP100-luciferase reporter, luminescence, 24 h; Potency, µM (top dose mostly 92.2 µM), inactives show top-dose activity change, positive = activation, usual class: activators; note: % of control where 0% means no effect; nearly all actives have a fitted effect of over 45% in size
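p53-null H1299 cells stably carrying temperature-sensitive p53-A138V and a BP100-luciferase reporter were pinned with compounds (4-point, 1:5 series) and held 24 hrs at 37 deg C. Luminescence was read 10 min after detection reagent.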
BRCA1 expr act: qHTS Assay to Identify Small Molecule Activators of BRCA1 Expression. Potency, µM (titrated, usually from 46.1 µM), for inactives: at the top dose activation, actives largely listed as activators. AID 624202, 2012. MCF7-BRCA1-FFLuc reporter, luminescence, 48 h; response scale: scaled: vehicle 0%, 10 µM genistein 100%. 380,000 tested, 1.1% active; note: nearly all actives have a fitted effect of over 80% in size; some results filed as inactive show a strong effect at the top dose
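Cells: MCF7-BRCA1-FFLuc, 2000/well. Exposure: 48 h, 37 °C, 5% CO2. Read: luminescence, 15 min post-substrate. Controls: genistein 10 microM (maximal activation), DMSO (neutral).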
* hit, by the source's call; ? = inconclusive; . = not tested or not shown; [ ] = another dose, or the depositor's remark. Unless noted, calls come from the whole dose curve; as a rule, active = well fitted curve in the direction sought with a large enough effect; inconclusive = small, poorly fitted or top-dose-only effect, or another doubt; inactive = no such curve, though single readings can be large; an effect the other way counts as inactive or inconclusive. Potency is the fitted concentration of half-maximal effect. Some of the compounds tested (hit frequency here may not be typical).

SMILES	MBNL1-CUG inh	ELG1 genotoxic	CXXC DNA block	FLuc counter	NPC1 prom act	uPA surface inh	Gal4-VP16 FLuc	RORg inh	Rab9 prom act	p53 reactivator	BRCA1 expr act
Cc1cc(/C=N/NC(N)=S)c(C)n1-c1cccc(Cl)c1	-3%	-2%	-1%	-5%	-3%	-4%	10µM*	2.8µM*	-7%	-4%	11%
Cc1ccc(S(=O)(=O)N(Cc2ccccc2F)C(=O)N2CCN(C)CC2)cc1	.	0%	.	-2%	1%	2%	.	.	-6%	-1%	14%
Cc1nn(-c2ccccn2)c2nc(-c3cccs3)cc(C(=O)NCc3ccco3)c12	?	3%	6%	6.7µM*	1%	-8%	?	14µM*	3%	-1%	13%
c1ccc2c(-c3cc(C4CCNCC4)[nH]n3)cccc2c1	15%	7%	1%	-3%	-7%	-2%	2%	0%	0%	-1%	-25%
CCCC(C)NCC(=O)Nc1ccccc1-c1ccccc1 (configuration not stated)	-3%	-4%	-6%	0%	1%	0%	-3%	9%	-1%	0%	3%[1.84 µM]
O=C(/C=C/c1ccccc1)NCCN1CCOCC1	.	-2%	-7%	7%	-2%	-4%	0%	23%	-2%	18%	3%
O=C(c1ccccc1NS(=O)(=O)c1cccc2cccnc12)N1CCOCC1	0%	5%	-15%	4%	1%	-2%	-8%	1%	6%	-3%	-6%
Cc1cc(NC(=O)CSc2nc(CCC3CCCC3)nc3ccccc23)no1	-1%	-19%	17%	5%	-1%	-1%	-9%[0.365 µM]	8%	-6%	13%	-44%
CCCCN(Cc1nc2ccccc2c(=O)[nH]1)C(=O)c1nn(C)c(=O)c2ccccc12	.	-1%	.	-1%	-9%	0%	.	.	2%	-8%	-9%
C=CCn1c(SCc2ccc(C(=O)OC)cc2)nnc1-c1sc(N)nc1C	-40%	-1%	4%	-8%	-1%	2%	-10%	42%	-4%	-4%	-24%
COc1ccc(NC(=O)Nc2ccc3c(c2)CCC3)cc1OC	-4%	8%	22%	-5%	9%	2%	-1%[10 µM]	9%	18%	15%	22%
CC1CCCCC12NC(=O)N(CC(=O)NCCc1ccc(S(N)(=O)=O)cc1)C2=O (configuration not stated)	.	1%	.	4%	-1%	10%	.	.	-3%	-3%	0%
CN(C)c1ccc(/C=C(\NC(=O)c2ccccc2)C(=O)NCCCn2ccnc2)cc1	15%	0%	2%	3%	-2%	3%	-7%	11%	2%	0%	5%
CCNC(=O)COc1ccc(S(=O)(=O)Nc2ccccc2)cc1	-2%	3%	1%	2%	-1%	.	5%	1%	-4%	-6%	1%
CN1CCN(c2oc(COc3ccc(-c4ccccc4)cc3)nc2C#N)CC1	7%	0%	6%	?	-3%	-3%	-2%	17%	-4%	3%	-9%
Cc1ccc(S(=O)(=O)N(C)C)cc1NC(=O)C1Cc2ccccc2CN1C(=O)c1ccco1 (configuration not stated)	4%	-8%	5%	-2%	-7%	-5%	3%	11%	6%	-1%	-19%
CCCCNC(=O)c1onc(CSc2ccc(C(C)C)cc2)c1C(=O)O	-6%	-1%	3%	?	2%	-8%	0%	5%	3%	3%	0%
CC1CCC2(CC1)NC(=O)N(CC(=O)N(Cc1ccccc1)C(C)(C)C)C2=O (configuration not stated)	.	1%	.	6%	1%	4%	.	.	-3%	-5%	-3%
COc1cccc(OC)c1OCCOCCN1CCN(C)CC1	5%	-1%	-7%	0%	-3%	1%	-2%	-7%	-2%[1.84 µM]	-1%	4%
O=C(c1cc2sccc2n1Cc1ccc(F)cc1)N1CCc2ccccc21	12%	1%	1%	-21%	0%	9%	-8%	-4%	-1%	14%	-47%
CCOC(=O)c1ccc(NC(=O)CCCN2C(=O)NC3(CCCC3)C2=O)cc1	.	9%	.	.	-2%	-22%	.	.	3%	15%	15%
Cc1nnc(SCc2ccccc2Cl)n1CC1CCCO1 (configuration not stated)	-4%	-2%	-3%	0%	-2%	2%	-8%	17%	-3%	-1%	-16%
O=C(CNC(=O)c1cccs1)N/N=C/c1c(F)cccc1Cl	4%	?	0%	21µM*	13%	-20%	4%	17%	16%	0%	49%
O=C(CN1CCC(Cc2ccccc2)CC1)N1CCc2ccccc2C1	-4%	-5%	1%	-1%	1%	-4%	7%	-21%	-3%	-1%	-21%
O=C(O)c1ccc(CNCc2c(Cl)cccc2Cl)cc1	-1%	-5%	-2%	-2%	-4%	.	1%	-38%	-3%	7%	4%

(listing goes on)
SMILES	MBNL1-CUG inh	ELG1 genotoxic	CXXC DNA block	FLuc counter	NPC1 prom act	uPA surface inh	Gal4-VP16 FLuc	RORg inh	Rab9 prom act	p53 reactivator	BRCA1 expr act
CC(C)=CCCC1(C)C=Cc2c(c(C)cc3c2[nH]c2cc(O)ccc23)O1 (configuration not stated)	5%	9%	?	?	4%	-13%	?	-2%	-3%	-4%	-80%
CCOC(=O)N1CCN(C(=O)CSc2nnc(-c3cccc(Cl)c3)o2)CC1	4%	-8%	-1%	5%	1%	-7%	-5%	?	1%	17%	6%
CCOc1ccc(/C=C2\SC(=S)N(CCC(=O)Nc3cccc(C(=O)O)c3)C2=O)cc1	-2%	?	-6%	2.1µM*	29%	-8%	3%	-32%	?	11%	-63%
Cc1cc(N2CCCCC2)nc2ccc(NC(=O)c3ccc(Br)o3)cc12	1%	-20%	13%	-18%	0%	-7%	8%	2%	-5%	2%	-17%
CC(Sc1nnc(COc2ccc3ccccc3c2)n1C)C(=O)O (configuration not stated)	13%	12%	0%	?	2%	1%	-1%	-12%	4%	14%	11%
CCCc1nnc(NC(=O)CCC(=O)N2CCC(C)CC2)s1	-2%	2%	1%	2%	1%	0%	0%	-19%	-5%	4%	10%
COCCNC(=O)c1cnn2c1NC(c1ccco1)CC2C(F)(F)F (configuration not stated)	?	2%	7%	-1%	-5%	4%	-7%	25%	0%	-1%	55%
CN(C)c1ccc(/C=C/c2nnnn2-c2ccccc2)cc1	.	?	5%	8.5µM*	2µM*	-1%	3%	?	1.6µM*	?	4µM*
Cn1c(N)c(C(=O)CSc2nc3ccccc3n2-c2ccccc2)c(=O)n(C)c1=O	-8%	15%	-1%	3%	0%	0%	-1%	-20%	4%	2%	25%
CC(C)CNC(=O)Nc1ccc(F)c(Cl)c1	-2%	9%	-19%	?	5%	-6%	1%	30%	6%	-9%	68%
COc1ccc(N2C(=O)CC(Nc3ccc(C)cc3)C2=O)cc1 (configuration not stated)	7%	0%	10%	0%	-1%	6%	-6%	-4%	-1%	0%	1%
COc1ccc(C)cc1NC(=O)NC1CCCc2ccccc21 (configuration not stated)	-2%	-4%	?	2%	-3%	-6%	0%	0%	4%	-4%	-16%
CCCCCn1c(=O)[nH]c2cc(C(=O)O)ccc2c1=O	3%	-2%	10%	-1%	9%	-5%	.	0%[0.365 µM]	-9%	4%	9%
Cn1cnnc1Sc1ccc(/C=C/C(=O)c2ccc(O)cc2)cc1[N+](=O)[O-]	?	-27%	?	-10%	-23%	8.9µM*	?	10µM*	-40%[inhibitor]	-5%	-87%
COc1ccc(C(=O)COC(=O)CCC(=O)c2cccs2)cc1	.	0%	1%	?	-19%	2%	-5%	10%	7%	3%	18%
Cc1ccccc1S(=O)(=O)/N=C(/c1ccccc1)N1CCOCC1	-7%	2%	-4%	0%	0%	1%	2%	-2%	6%	-2%	-1%
N#Cc1ccc(S(=O)(=O)N2CCC(C(=O)N3CCN(Cc4ccc5c(c4)OCO5)CC3)CC2)cc1	.	-9%	.	0%	-8%	-3%	.	.	-17%	-10%	-22%
Cc1cc([N+](=O)[O-])nn1CC(=O)NCc1cccs1	6%	1%	-6%	0%	-1%	-1%	-5%	-14%	-3%	-2%	-1%
COc1ccc(-c2cc(-c3ccc(OC)cc3)nc(-c3ccc4c(c3)NC(=O)CO4)c2)cc1	-2%	4%	10%	-19%	5%	.	3%	-13%	-6%	-11%	-15%
COc1ccc2c(c1)c1ccccc1n2C	-15%	-6%	1%	-16%	1%	2%	-16%	-12%	-6%	2%	-1%
CCN(CC(=O)Nc1c(F)cccc1F)C(=O)c1ccc2c(c1)OCCO2	.	?	.	-14%	4%	-20%	.	.	1%	12%	2%
